Screens (PubChem BioAssay)
Tau fibril ThT: inhibitors of human tau fibril formation, thioflavin T binding; hit rate 2.1% among 270,000; Potency, µM (top dose mostly 57.4 µM), for the others: at the highest dose activity, negative = inhibition, hits mostly inhibitors; recombinant tau K18 P301L, heparin-induced fibrillization, ThT fluorescence; also: % is scaled to controls: 0 for no effect and ±100 for the full control effect; nearly all actives have a fitted effect of over 55% in size
Target sequence (P10636 561-689 P618L limits assumed): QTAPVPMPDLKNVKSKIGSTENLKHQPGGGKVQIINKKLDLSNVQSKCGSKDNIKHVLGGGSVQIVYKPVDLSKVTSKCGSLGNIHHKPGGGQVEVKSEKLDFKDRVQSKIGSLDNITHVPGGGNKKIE
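Fibril formation assay: tau K18 P301L at 15 uM with trace Alexa 594 label, heparin inducer 20 uM, pH 7 sodium acetate buffer, 37 C for 6 hr; endpoint ThT signal.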
Tau fibril FP: tau fibrillization inhibition (FP); P10636; K18 P301L tau heparin fibrillization, Alexa594 FP, 6 h; Potency, µM (titrated, usually from 57.7 µM), inactives show at the highest dose activity, negative = inhibition, most hits filed as inhibitors; hit rate 0.39% among 280,000; AID 1468; also: % is scaled to controls: 0 for no effect and ±100 for the full control effect; nearly all actives have a fitted effect of over 55% in size
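FP of Alexa 594-tau after heparin (20 uM) induction. Substrate: human K18 P301L, 15 uM unlabeled, 0.24 uM labeled. Buffer 100 mM sodium acetate pH 7. 6 hr, 37 C.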
TRb SRC2 PPI: TRbeta-SRC2 interaction inhibition | AID 1469 | TRbeta-SRC2 peptide binding, fluorescence polarization; receptor liganded with 1 µM T3 | P10828 | hit rate 0.065% among 280,000 | Potency, µM (highest dose often 106 µM), without a hit: at the top dose activity change, negative = inhibition, hits mostly inhibitors;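 also: plate controls were bound peptide for no effect and peptide without receptor for full effect; nearly all actives have a fitted effect of over 50% in size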
Target sequence (P10828 whole entry, looked up): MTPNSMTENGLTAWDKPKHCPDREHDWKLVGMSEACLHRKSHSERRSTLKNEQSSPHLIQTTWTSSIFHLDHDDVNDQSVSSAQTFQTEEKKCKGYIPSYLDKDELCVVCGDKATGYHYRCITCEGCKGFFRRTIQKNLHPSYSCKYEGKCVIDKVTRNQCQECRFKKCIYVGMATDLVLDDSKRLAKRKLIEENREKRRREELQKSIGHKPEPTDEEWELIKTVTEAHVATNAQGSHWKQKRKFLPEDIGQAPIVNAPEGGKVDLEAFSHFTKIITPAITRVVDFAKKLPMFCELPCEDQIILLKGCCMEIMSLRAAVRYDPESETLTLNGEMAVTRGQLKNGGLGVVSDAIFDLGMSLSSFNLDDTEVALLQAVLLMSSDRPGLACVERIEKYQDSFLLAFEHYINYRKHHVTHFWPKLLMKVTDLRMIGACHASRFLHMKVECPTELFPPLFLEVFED
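Compounds were added to 0.6 uM TRb ligand-binding domain and 20 nM Texas Red-labeled SRC2 peptide in Tris buffer containing 1 uM T3, incubated 5 hr at ambient temperature, then read by fluorescence polarization.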
RECQ1 inh: inhibitors of human RECQ1 DNA helicase; AID 2549; P46063; Potency, µM (doses to about 57.3 µM), for the others: at the top dose activity, negative = inhibition, hits mostly inhibitors; hit rate 0.54% among 240,000; RECQ1 DNA unwinding, red fluorescence kinetic read;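 also: plate controls were vehicle for no effect and no enzyme for full effect; nearly all actives have a fitted effect of over 30% in size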
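RECQ1T1 50 nM; forked duplex (20 bp + 30-nt ss tails) 200 nM, ATP 2 mM final; pH 8.0, 2 mM MgCl2, 2.5 ug/ml poly(dI-dC); 15 min compound preincubation; discontinuous kinetic read over 2 h at RT.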
TexasRed fluor: counter-screen for TRb-SRC2 inhibitors: fluorescence interference | TRb/SRC2 Texas Red total fluorescence interference | Potency, µM (series often up to 106 µM), for the others: at the top dose fluorescence change, negative = quenching | hit rate 0.29% among 280,000; active = well fitted curve in either direction with a large enough effect; inconclusive = small, poorly fitted or top-dose-only effect; also: % is scaled to controls: 0 for no effect and ±100 for the full control effect
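Human TRb ligand-binding domain at 0.6 uM with 20 nM Texas Red SRC2 peptide in Tris buffer containing 1 uM T3 and 5% DMSO, incubated with compound 5 h at ambient temperature. Total fluorescence (555/632 nm) calculated as parallel + 2 × perpendicular.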
HTT ATP protect: cytoprotection in Huntington HTT-Q103 PC12 cell model; PC12 HTT-Q103 induced, cytoprotection, ATP luminescence, 40 h; Potency, µM (doses to about 56.4 µM), for the others: cytoprotection (ATP increase), most hits filed as activators; hit rate 0.14% among 230,000; AID 1471;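 also: % of control where 0% means no effect; nearly all actives have a fitted effect of over 45% in size; toxic huntingtin expression switched on by the ecdysone agonist tebufenozide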
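Cells were plated at 1500 per well in phenol red-free DMEM with 5% equine and 5% calf serum. Tebufenozide (100 nM final) and compounds were added, then ATPlite reagent, and luminescence was read.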
L3MBTL1 inh: blocks human L3MBTL1; Potency, µM (doses to about 57.1 µM), inactives show at the top dose activity, negative = inhibition, most hits filed as inhibitors; Q9Y468; AlphaScreen L3MBTL1–H3K9me1 peptide binding; AID 485360; hit rate 0.66% among 230,000; also: % is scaled to controls: 0 for no effect and ±100 for the full control effect; nearly all actives have a fitted effect of over 60% in size
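First, the protein-peptide complex forms for 30 min at room temperature (L3MBTL1 50 nM, biotinylated H3K9me1 peptide 75 nM). Next, compounds are pin-transferred and incubated 30 min. Finally, AlphaScreen beads are added and read after 30 min.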
Tau fluor cs: counter-screen for tau fibril formation inhibitors; tau K18 P301L Alexa594 fluorescence, heparin fibrillization; Potency, µM (doses to about 57.7 µM), for the others: at the highest dose activity change, negative = decrease; hit rate 0.93% among 280,000; AID 1463; also: % is scaled to controls: 0 for no effect and ±100 for the full control effect; nearly all actives have a fitted effect of over 55% in size
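Human tau K18 P301L (15 uM unlabeled, 0.24 uM Alexa 594-labeled) in 100 mM sodium acetate pH 7 with 20 uM heparin, 6 hr at 37 C. ThT 30 uM added, 1 hr ambient; Alexa 594 FP and total fluorescence read at 555/632 nm.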
* marks the source's active call; other numbers are inactive results; i = inactive; ? = inconclusive; . = no result given; & = joins results of further samples; [ ] = dose if it differs, or a comment. Unless noted, calls follow the shape of the dose curve; as a rule, active = well fitted curve in the direction sought with a large enough effect; inconclusive = small, poorly fitted or top-dose-only effect, or another doubt; inactive = no such curve, though single readings can be large; an effect the other way counts as inactive or inconclusive. Potency is read from the fitted curve at half-maximal effect. Only part of the results is shown. The share of hits here may be higher or lower than overall.

The line under a structure holds: Tau fibril ThT | Tau fibril FP | TRb SRC2 PPI | RECQ1 inh | TexasRed fluor | HTT ATP protect | L3MBTL1 inh | Tau fluor cs
1) COc1ccc(C(C)NC(=O)CN(c2cc(OC)ccc2OC)S(=O)(=O)c2ccccc2)cc1 (stereo unspecified)
  ? | -2% | -1% | . | 1% | . | . | -23%
2) COC(=O)c1ccc(C)c(NC(=O)Cn2cnc3ccccc3c2=O)c1
  -13% | 4% | 6% | -2% | -2% | 5% | . | -6%
3) O=C(NCc1ccccc1)C1CCC(CNc2c(N3CCCCC3)c(=O)c2=O)CC1 (stereo unspecified)
  -3% | -2% | 6% | -10% | -3% | . | 9% | -10%
4) O=C(Nc1ccc(Br)cc1)c1ccc(N2C(=O)C3CC=CCC3C2=O)cc1 (stereo unspecified)
  -3% | -8% | -26% | -16% | -8% | 10%[10 µM] | 6% | -13%
5) CCOC(=O)c1sc(NC(=O)c2cccc(S(=O)(=O)N(CC)CC)c2)cc1C
  -4% | ? | 1% | i | -5% | -9% | . | ?
6) Cc1ccc(OCC(=O)N/N=C/c2c[nH]c3ccccc23)c([N+](=O)[O-])c1
  -13% | 7% | -2% | -11% | -4% | . | 6% | ?
7) Cc1noc(NS(=O)(=O)c2cccc3c(N(C)C)cccc23)c1C
  -11% | 3% | -8% | -1% | -1% | -15% | . | -4%
8) COc1ccc(-c2nc(C#N)c(N3CCC(C(N)=O)CC3)o2)cc1
  -7% | 0% | -1% | -12% | -4% | 21% | . | -12%
9) CCOC(=O)C1CCN(c2nc3c(S(=O)(=O)c4ccccc4)nnn3c3ccc(Cl)cc23)CC1
  -2% | -4% | -1% | . | 6% | . | . | -20%
10) CC(=O)OC1CC[C@]2(C)C(=CCC3C4CCC(C(C)CCCC(C)C)[C@]4(C)CCC32)C1 (stereo partly specified)
  -5% | -2% | 1% | -1% | 1% | . | . | -5%
11) N#Cc1ccccc1Sc1ccccc1C(=O)OCc1nnc(-c2ccccc2)o1
  -12% | -8% | 1% | -6% | -4% | -18% | . | ?
12) Cc1ccc(CNC(=O)Cn2cc(C(F)(F)F)ccc2=O)cc1
  7% | 7% | 3% | -5% | -1% | 8%[10 µM] | 0% | 11%
13) CC(C)c1ccc(/C=C/C(=O)Nc2nncs2)cc1
  -4% | -5% | -7% | -1% | -3% | -2%[10 µM] | 5% | -10%
14) O=C(O)c1cc(O)ccc1NC(=O)c1cccc2ccccc12
  -17% | 9% | 0% | -9% | -2% | 0%[10 µM] | -6% | -12%
15) CCN1C(=C2C(=O)c3ccccc3C2=O)C=Cc2ccccc21
  ? | -9% | 5% | 2% | 2% | -12% | . | -17%
16) COc1ccc(Nc2nc(NCc3ccco3)nc(N/N=C/c3ccc(O)cc3)n2)cc1
  11% | -2% | 7% | 7% | -2% | 13%[10 µM] | ? | -2%
17) CCc1ccc(Cn2c(CNS(=O)(=O)c3ccc([N+](=O)[O-])cc3)nc3cccnc32)cc1
  6% | -3% | -7% | . | 2% | . | . | -18%
18) S=C(NCC1CCCCC1)Nc1cccnc1
  6% | 17% | -3% | -1% | 8% | -3%[1.9 µM] | 12% | 6%
19) COCC(=O)NC1(c2nnnn2CCOC(=O)Nc2ccc(Cl)cc2)CCCCC1
  7% | -4% | 4% | -5% | -2% | -36% | . | -13%
20) Cc1ccc(C)c(N(CC(=O)N(C)C)S(C)(=O)=O)c1
  2% | 0% | 4% | -11% | 3% | -14%[0.074 µM] | 2% | 4%

Down the list, from the results shown:
Compounds 5–15 in TRb SRC2 PPI read 1%, -2%, -8%, -1%, -1%, 1%, 1%, 3%, -7%, 0%, 5%
Compounds 5–15 in Tau fibril ThT read -4%, -13%, -11%, -7%, -2%, -5%, -12%, 7%, -4%, -17%, ?
Compounds 5–15 in TexasRed fluor read -5%, -4%, -1%, -4%, 6%, 1%, -4%, -1%, -3%, -2%, 2%

Back to the main list with the two entries that preceded the break.
The line under a structure holds: Tau fibril ThT | Tau fibril FP | TRb SRC2 PPI | RECQ1 inh | TexasRed fluor | HTT ATP protect | L3MBTL1 inh | Tau fluor cs
19) COCC(=O)NC1(c2nnnn2CCOC(=O)Nc2ccc(Cl)cc2)CCCCC1
  7% | -4% | 4% | -5% | -2% | -36% | . | -13%
20) Cc1ccc(C)c(N(CC(=O)N(C)C)S(C)(=O)=O)c1
  2% | 0% | 4% | -11% | 3% | -14%[0.074 µM] | 2% | 4%
21) CC(C)Cn1c2c(c(=O)[nH]c1=O)C(C(F)(F)F)(C(F)(F)F)N=C(CCC1CCCCC1)N2
  -2% | 7% | 5% | i | -5% | . | 4% | 9%
22) COc1nc(NCc2cccnc2)nc(OC)n1
  1% | -2% | -2% | 17% | -1% | -11% | -2% | 0%
23) CCn1c(SCC(=O)NCC2CCCO2)nnc1-c1ccc(Cl)cc1 (stereo unspecified)
  1% | 0% | 0% | i | -2% | -14% | -4%[11.4 µM] | 2%
24) CC(Sc1nnc(N)s1)C(=O)Nc1ccc(N2CCOCC2)cc1 (stereo unspecified)
  ? | ? | 2% | 2% | 1% | 14% | . | -14%
25) Cc1ccc2occ(-c3nn[nH]n3)c(=O)c2c1
  8% | -7% | -6% | -6% | 0% | 39%[10 µM] | 6% | 5%
26) CCCCC1=CC2=C(c3ccco3)C(=O)C(C)(OC(=O)c3ccc(OC)cc3)C(=O)C2=CN1Cc1ccc2c(c1)OCO2 (stereo unspecified)
  ? | -11%[11.6 µM] | -2%[11.2 µM] | ? | -2%[11.2 µM] | -23%&4%[10 µM] | . | -5%[11.6 µM]
27) CC(=O)Nc1ccc2nc(-c3cccs3)[nH]c2c1
  ? | -1% | -9% | -4% | -3% | -47%[inhibitor][10 µM] | 1% | -11%
28) COCCNc1c(-c2ccc(O)cc2)nc2ccc(Cl)cn12
  -12% | 5% | -4% | -4% | -9% | 15%[10 µM] | -4% | -11%
29) COC(=O)Cc1ccc(NC(=S)NCc2ccc(Cl)cc2)cc1
  -5% | -1% | -2% | -6% | 11% | -10%[10 µM] | -5% | ?
30) Cc1ccccc1-c1nc(CN2CCC(C(=O)NCc3ccc(F)cc3)CC2)c(C)o1
  -5% | -8% | 0% | . | -22% | . | . | -13%
31) Cc1cccc(N/C=C(\[N+](=O)[O-])S(=O)(=O)c2ccccc2)c1
  -8% | 3% | -2% | -5% | 0% | ? | -11% | 3%
32) COc1ccc(-n2cnc3cc(C(=O)NC4CCCCCC4)ccc32)cc1
  -17% | 3% | -12% | . | ? | . | . | -10%
33) CCOC(=O)C1=C(C)N=c2s/c(=C\c3cccn3C)c(=O)n2C1c1cccc(OC)c1OC (stereo unspecified)
  ? | -7% | 8% | -10% | 1% | 4% | -5% | -21%
34) COC(=O)COc1ccc(S(=O)(=O)Nc2ccccc2SC)cc1
  0% | -10% | 1% | -1% | -6% | 4%[10 µM] | ? | -3%
35) CCN1C(=O)/C(=C\c2nc3ccccc3c(=O)n2CC)c2ccccc21
  ? | 5% | 3% | -10% | -3% | 23%[10 µM] | -12% | -6%
36) CSc1nc2cc(C)nn2c(-c2ccccc2)c1C#N
  -9% | -4% | 9% | 5% | -6% | -8%[10 µM] | -13% | -10%
37) CCOC(=O)CCn1c(=O)c2cccn2c2cccnc21
  0% | -3% | 1% | . | -1% | . | . | -7%
38) Cn1c(CSc2nc3ccccc3s2)nnc1SCC(=O)NCCCN1CCOCC1
  -5% | -9% | -11% | -3% | 0% | 4%[1.9 µM] | 0% | -4%
39) CSc1ncc(Cl)c(C(=O)Nc2cccc3ccccc23)n1
  2% | -2% | -4% | -4% | -1% | 10%[10 µM] | 2% | -1%
40) CCSc1nc(-c2ccc(Cl)cc2)nc2c1Cc1c(CO)cnc(C)c1O2
  0% | 4% | -2% | . | 0% | . | . | 1%
41) Cc1ccc(N2NC(=O)/C(=C/c3ccc(-c4ccc(Cl)c(C(=O)O)c4)o3)C2=O)cc1
  ? | -1% | 14% | -3% | 0% | . | 28µM* | ?
42) O=C(NCc1cccc(Cl)c1)c1cnn2c1NC(c1ccco1)CC2C(F)(F)F (stereo unspecified)
  -20% | 1% | 3% | -11% | 2% | 8% | . | -28%
43) Cc1ccc2c(c1)Sc1c(ccc3ccccc13)N2
  3.2µM* | 0% | 4% | i | -3% | -16%[10 µM] | -23% | 14µM*[quencher]
44) COC(=O)c1ccc(NC(=O)CSc2n[nH]c(CC(C)C)n2)cc1
  -14% | -11% | -7% | . | -2% | . | . | -8%
45) COc1ccc(CN2CCN(c3ccc(F)cc3)CC2)c(OC)c1OC
  9% | 7% | -10% | 5% | -7% | . | -8% | 4%
46) Cc1cccc(Br)c1
  . | . | -13% | -5% | -2% | -36%[inhibitor] | . | .

Looked up one by one from above:
The line under a structure holds: Tau fibril ThT | Tau fibril FP | TRb SRC2 PPI | RECQ1 inh | TexasRed fluor | HTT ATP protect | L3MBTL1 inh | Tau fluor cs
38) Cn1c(CSc2nc3ccccc3s2)nnc1SCC(=O)NCCCN1CCOCC1
  -5% | -9% | -11% | -3% | 0% | 4%[1.9 µM] | 0% | -4%
5) CCOC(=O)c1sc(NC(=O)c2cccc(S(=O)(=O)N(CC)CC)c2)cc1C
  -4% | ? | 1% | i | -5% | -9% | . | ?
27) CC(=O)Nc1ccc2nc(-c3cccs3)[nH]c2c1
  ? | -1% | -9% | -4% | -3% | -47%[inhibitor][10 µM] | 1% | -11%
4) O=C(Nc1ccc(Br)cc1)c1ccc(N2C(=O)C3CC=CCC3C2=O)cc1 (stereo unspecified)
  -3% | -8% | -26% | -16% | -8% | 10%[10 µM] | 6% | -13%
11) N#Cc1ccccc1Sc1ccccc1C(=O)OCc1nnc(-c2ccccc2)o1
  -12% | -8% | 1% | -6% | -4% | -18% | . | ?
21) CC(C)Cn1c2c(c(=O)[nH]c1=O)C(C(F)(F)F)(C(F)(F)F)N=C(CCC1CCCCC1)N2
  -2% | 7% | 5% | i | -5% | . | 4% | 9%
